Rtt109 Vps75: inhibitors of Candida albicans Rtt109/Vps75 histone acetyltransferase. Q5AAJ8. purified Rtt109/Vps75, ThioGlo CoA-SH fluorescence, 4 h. AID 540336. 330,000 compounds, 0.16% hits. inhibition, % at 34.9 µM;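 active means inhibition of at least 50% in every replicate; inconclusive means best replicate reaches 50% inhibition but some replicates fall short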
Target sequence (Q5AAJ8 whole entry, looked up): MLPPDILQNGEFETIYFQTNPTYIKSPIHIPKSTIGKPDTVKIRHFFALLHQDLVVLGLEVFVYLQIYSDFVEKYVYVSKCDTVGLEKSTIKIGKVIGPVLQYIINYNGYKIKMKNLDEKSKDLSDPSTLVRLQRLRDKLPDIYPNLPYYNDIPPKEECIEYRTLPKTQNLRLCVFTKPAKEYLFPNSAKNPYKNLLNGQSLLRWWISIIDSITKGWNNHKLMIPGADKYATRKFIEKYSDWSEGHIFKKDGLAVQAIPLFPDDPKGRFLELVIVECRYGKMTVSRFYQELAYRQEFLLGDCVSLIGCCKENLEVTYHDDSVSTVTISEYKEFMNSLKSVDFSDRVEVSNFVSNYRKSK
MITF TRPM1 HTS: increases MITF-driven TRPM1 promoter luciferase signal. SK-MEL-5 TRPM1-promoter luciferase, 24 h; % of positive control, neutral wells = 0. activation, % at 12.5 µM. 300,000 compounds, 0.75% hits;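 active means mean activation of at least 80% with every replicate also reaching 80%; inconclusive means mean reaches 80% but some replicate falls short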;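 further: 0% = neutral control wells and 100% = parthenolide positive control wells; values of inactives mirror those of a sister screen read the other way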
SR-BI HDL uptake: blocks mouse SR-BI lipid uptake from DiI-HDL | Q61009 | ldlA[mSR-BI] CHO cells, DiI-HDL uptake fluorescence, 3 h | inhibition, % at 12.5 µM | 320,000 compounds, 0.96% hits | AID 488896;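 active means mean replicate inhibition of at least 70% and a set share of replicates each scoring 70 or more; inconclusive means meets just one of the two criteria; inactive means fails both criteria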;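 further: 0% = median of neutral control wells and 100% = median of positive control wells; values of inactives mirror those of a sister screen read the other way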
Target sequence (Q61009 whole entry, looked up): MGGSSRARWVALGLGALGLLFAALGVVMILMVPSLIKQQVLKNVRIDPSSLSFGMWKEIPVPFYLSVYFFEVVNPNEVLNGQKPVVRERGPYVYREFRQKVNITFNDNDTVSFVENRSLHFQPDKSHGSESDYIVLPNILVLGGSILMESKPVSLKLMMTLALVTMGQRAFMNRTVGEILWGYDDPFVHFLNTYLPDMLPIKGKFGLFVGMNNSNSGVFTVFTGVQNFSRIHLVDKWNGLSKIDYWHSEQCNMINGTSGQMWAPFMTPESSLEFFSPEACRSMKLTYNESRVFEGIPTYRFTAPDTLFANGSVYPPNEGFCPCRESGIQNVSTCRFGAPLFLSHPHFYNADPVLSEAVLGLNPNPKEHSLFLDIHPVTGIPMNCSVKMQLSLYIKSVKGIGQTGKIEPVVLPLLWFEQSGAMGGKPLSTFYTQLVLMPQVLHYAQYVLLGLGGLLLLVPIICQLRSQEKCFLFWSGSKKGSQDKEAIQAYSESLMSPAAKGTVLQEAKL
CAL PDZ FP-1: inhibitors of human CAL PDZ peptide binding | Q9HD26 | purified CAL PDZ, TMR-peptide fluorescence polarization, 1 h | inhibition, % at 24.9 µM | 300,000 compounds, 0.92% hits | AID 602252;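 active means mean inhibition of at least 30% with at least half of replicates also reaching 30%; inconclusive means no clear call, values can overlap the other calls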;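 further: 0% = DMSO neutral control and 100% = excess unlabeled competitor peptide PRC23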
dFosB activator: activators of mouse delta FosB homodimer; P13346; purified delta FosB, TAMRA-CDK5 oligo fluorescence polarization; percent of positive-control signal above neutral wells; activation, % at 25 µM; 340,000 compounds, 0.99% hits; AID 493131;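 active means mean activation above about 17%, with every replicate also reaching it, limit read from the data, passing the limit was not always enough; inconclusive means only one of the two conditions met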;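 further: fluorescence polarization rise as delta FosB binds a TAMRA Cdk5 AP-1 oligo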
CAL PDZ FP-2: inhibitors of human CAL PDZ peptide binding; Q9HD26; purified CAL PDZ, TMR-peptide fluorescence polarization, 1 h; AID 504414; inhibition, % at 20 µM; 330,000 compounds, 0.02% hits;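 active means highest replicate inhibition of at least 40%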;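 further: plate controls were DMSO neutral control wells for no effect and unlabeled competitor peptide control wells for full effect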
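Material: tagged CAL PDZ protein CerCALP, purified; buffer or medium: sodium phosphate/NaCl buffer pH 7.4 with TCEP, IgG, Thesit; also added: fluorescent TMR peptide probe; schedule: 1 h incubation at room temperature before polarization reading; technique: fluorescence polarization from S- and P-plane intensities, G-factor corrected; control set: unlabelled peptide and DMSO controls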
SR-BI uptake up: SR-BI HDL lipid transfer activation; CHO ldlA[mSR-BI] cells, DiI-HDL uptake fluorescence, 3 h; 100 = double the neutral-control signal; activation, % at 12.5 µM; 320,000 compounds, 0.096% hits;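 active means mean replicate activation of at least 60% and every replicate at or above 60%; inconclusive means mean or all-replicate condition met, but not both; inactive means mean below 60% and not all replicates reaching 60%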;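 further: 0% = median plate neutral-control signal and 100% = twice that signal; values of inactives mirror those of a sister screen read the other way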
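material = CHO ldlA[mSR-BI] cells | medium = Ham's F12 with 0.5% BSA, HEPES 25 mM, pH 7.4 | reagent = fluorescent DiI-HDL, 10 µg/mL final | compound dosing = single-point compound dose | incubation = 3 h, 37 °C | measured by = bottom-read fluorescence, 550/595 nm | measure = HDL uptake via cellular fluorescence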
NSD2 HMT inh: NSD2 (human) methyltransferase inhibition; O96028; NSD2 peptide methylation, AlphaScreen, 120 min; inhibition, % at 12.5 µM; 310,000 compounds, 0.54% hits; AID 743445; in the data active means inhibition above about 50%
PfHsp90 set2: growth inhibition of yeast expressing Plasmodium Hsp90; 310,000 compounds, 0.32% hits; inhibition, % at 9.4 µM; S. cerevisiae expressing PfHsp90, BacTiter-Glo ATP, 48 h; yeast lacking PDR1 and PDR3 efflux regulators;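 active means every replicate shows inhibition above about 80%, whatever the replicate mean, limit read from the data; inconclusive means mean inhibition reaches the set limit but some replicate falls short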;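 further: 0% = DMSO neutral controls and 100% = 20 µM radicicol positive controls; yeast relying on Plasmodium falciparum Hsp90 in place of its own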
PvdQ acylase: blocks Pseudomonas aeruginosa PvdQ acylase activity. purified PvdQ acylase, fluorescence plate reader. inhibition, % at 10 µM. 340,000 compounds, 0.063% hits. AID 488965; in the data active means inhibition above about 30%, passing the limit was not always enough; inconclusive means no clear call, values can overlap the other calls;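 further: 0% = vehicle neutral wells and 100% = reference inhibitor wells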
* marks the source's active call; other numbers are inactive results; ? = inconclusive; . = not tested or not shown.

SMILES	Rtt109 Vps75	MITF TRPM1 HTS	SR-BI HDL uptake	CAL PDZ FP-1	dFosB activator	CAL PDZ FP-2	SR-BI uptake up	NSD2 HMT inh	PfHsp90 set2	PvdQ acylase
Cc1ccc(NC(=O)c2ncn(CC(=O)NCc3nc4ccccc4[nH]3)n2)cc1C	-1	12	-3	-3	47*	-0.5	3	.	-2	-18
c1ccc(CCNc2nc(-c3ccccn3)nc3ccccc23)cc1	0	.	12	.	-10	-3.3	-12	.	30	-16
Cc1cc(C)c(NC(=O)CNC(=O)c2ccc3ncsc3c2)c(C)c1	-2	-6	14	.	8	-1.3	-14	9	-7	-10
Fc1ccc(NC(=S)Nc2cccc3ccccc23)cc1F	-3	-15	33	-3	-7	-3.1	-33	-1	-2	-7
O=C(c1ccc(Cl)cc1)n1c(NCc2ccccc2)n[nH]c1=S	-18	20	14	-2	-1	-1.7	-14	0	-10	-10
COc1ccc(-c2csc3nc(C(C)C)oc(=O)c23)cc1OC	3	4	13	3	4	-0.5	-13	1	-4	-14
CC(Oc1cc(F)ccc1[N+](=O)[O-])C(=O)N(C)CC(=O)Nc1ccccc1C(F)(F)F (stereo unspecified)	10	-6	-11	-5	3	-1.5	11	0	2	0
COc1ccc(/C=C/C(=O)c2cc(F)ccc2OC(=O)c2ccccc2C)cc1OC	6	-50	22	-3	-9	-0.7	-22	-1	-15	-12
COc1ccccc1NC(=S)N1CCC(C(=O)c2ccc(F)cc2)CC1	-6	-10	40	5	-3	-0.6	-40	-1	-13	0
Cc1ccc(C(=O)CC(Nc2ccc(F)cc2)c2ccccc2)cc1 (stereo unspecified)	-5	56	1	-4	2	0.3	-1	10	10	-1
CCC(=O)N1CCc2cc(S(=O)(=O)N(CC)c3cccc(C)c3)ccc21	8	10	3	-2	-13	-2.1	-3	-1	-4	-10
COc1ccc(C(=O)NCc2nnc(SCC(=O)N3CCc4ccccc43)n2C2CCCCC2)cc1	6	-10	14	-2	-8	-0.9	-14	-4	-18	-11
NC(=O)CSc1ncc(-c2ccc([N+](=O)[O-])cc2)[nH]1	2	22	-2	-3	-5	-1.8	2	-2	4	-7
CC(NC(=O)Nc1ccc(O)cc1)(C(F)(F)F)C(F)(F)F	-18	-6	-2	-2	-10	.	2	-4	-7	13
Cc1nn(CC(=O)Nc2ccc(Br)cc2F)c(=O)c2cccn12	7	1	-5	2	-3	-0.5	5	2	-14	-7
CC(C)(C)N(Cc1ccccc1)C(=O)COC(=O)/C=C/c1ccc2c(c1)OCO2	2	-12	-2	-4	-10	-4.4	2	-3	2	-5
O=C(COc1ccc2c3c(c(=O)oc2c1)CCC3)NCc1ccncc1	0	11	16	-2	-19	0.5	-16	-1	-5	4
CC(=O)Nc1cc2c3ccccc3ccc2c2ccccc12	0	8	20	9	-2	-0.8	-20	1	-43	0
CCOC(=O)c1ccc(Nc2ncnc3c2cnn3C)cc1	0	31	36	-1	-21	-4.5	-36	.	14	-1
CCCn1c(NCc2cc(C)ccc2O)nc2ccccc21	-8	3	31	5	0	0.2	-31	2	-12	-2
CN(c1ccccc1)S(=O)(=O)c1ccc(NC(=O)c2ccccc2)cc1	21	19	1	-3	-7	-2.2	-1	-1	-8	6
CCN(C(=O)COC(=O)c1c(NC(C)=O)sc(C)c1C)c1c(N)n(Cc2ccccc2)c(=O)[nH]c1=O	3	.	58	-5	?	-0.3	-58	15	-2	-7
Cc1nn(C)cc1/C=C1\CCC/C(=C\c2cn(C)nc2C)C1=O	-9	13	48	-1	-27	0.0	-48	-2	5	-4
CN(C(=O)c1ccc(NC(=O)Cc2cccc(NC(=O)C3CCN(C(=O)C4CCCCC4)CC3)c2)cc1)C1CC1	-3	10	24	-3	-11	1.0	-24	.	-1	-6
CCCCNc1c([N+](=O)[O-])cc(C)cc1[N+](=O)[O-]	-6	12	24	.	3	0.6	-24	9	-10	-14
O=C(CCn1c(=O)oc2ccccc21)Nc1ccon1	5	5	-15	-2	-8	-1.3	15	1	-3	-10
COc1cc(CN2CCCC(N3CCN(c4ccccc4C)CC3)C2)cc(Cl)c1O (stereo unspecified)	2	-2	-8	-4	-2	.	8	3	11	-8
O=C1CCCN1CCC1CCCCN1Cc1nc(-c2cnccn2)no1 (stereo unspecified)	2	-11	.	1	2	1.1	.	-3	-2	-19
C=CCn1c(SCC(=O)NC2CC2)nc2sc(CC)cc2c1=O	-15	8	-4	-1	-5	-2.0	4	3	-14	-10
CCN=C(NCC)SC1CC(=O)N(c2cccc(OC)c2)C1=O (stereo unspecified)	-10	-12	55	-13	-5	-2.6	-55	16	25	-11
COc1ccc(-n2c(CNC(=O)c3ccc(S(=O)(=O)N4CCCC4)cc3)n[nH]c2=S)cc1	5	2	6	.	1	-1.0	-6	-2	.	9
COc1ccc(O)c(-c2cn[nH]c2-c2cccs2)c1	-1	.	4	-3	-9	-3.2	-4	5	.	-15
O=C(CSc1nc(=O)n2cc(Cl)ccc2n1)Nc1ccc2c(c1)OCO2	-4	6	-20	-5	1	-2.5	20	4	.	-6
Cc1cc(C)cc(C(=O)NCC(=O)OCc2c(C)noc2C)c1	1	1	-15	-1	-10	-1.8	15	-1	9	-2
COc1ccc(CNC(=O)C2(CC3CC(c4ccccc4)=NO3)CCN(C(=O)Cc3ccc(F)cc3)CC2)cc1 (stereo unspecified)	11	14	7	-5	-8	0.1	-7	.	3	-6
CN1CCN(/C=N/C2=C(C#N)C(c3ccccc3)C3=C(CC(C)(C)CC3=O)O2)CC1 (stereo unspecified)	-3	-4	-14	1	-10	-1.3	14	2	11	-13
O=S1(=O)CCN(C(CO)c2ccccc2)CC1 (stereo unspecified)	-3	-2	-2	3	-5	0.5	2	-2	2	-4
OC(COc1ccc2cc(Br)ccc2c1)CN1CCOCC1 (stereo unspecified)	-4	44	2	-1	-8	-1.4	-2	15	-1	11
COc1ccc2oc(C(=O)OCc3nnc(-c4ccccc4)o3)c(C)c2c1	19	8	-23	-4	-12	-2.2	23	2	.	14
Cc1ccc2[nH]cc(C(=O)CN3CCN(C)CC3)c2c1	-6	3	-31	.	0	-2.4	31	1	11	-11
CC(=O)c1ccc(S(=O)(=O)Nc2ccc(-c3ccc4nncn4n3)cc2)cc1	21	5	-2	-2	-10	-3.5	2	1	2	7
Cc1cccc(-c2csc(NC(=O)c3cnccn3)c2C(=O)OC(C)C)c1	1	-6	8	-3	-1	.	-8	-11	-4	-5
Cc1cc(-c2ccc(S(=O)(=O)Nc3ccc(C#N)cc3)s2)on1	7	-1	-5	-4	-7	-1.1	5	-1	32	2
Cc1cc2ncn(CCCCOc3ccccc3)c2cc1C	8	8	-9	-1	-5	-1.1	9	0	20	11
O=C(Nc1ccccc1)NC1CCN(Cc2c(F)cccc2Cl)CC1	-17	-18	6	-3	-6	0.1	-6	-2	-1	-17
CC1(C)CC(=NO)CC(C)(C)N1	-2	-5	1	0	1	-0.3	-1	-2	10	-3
COc1cccc2c3c(c(C)nc12)CCN3c1ccccc1	-10	-1	20	1	-10	-1.1	-20	5	.	-3
COc1ccc(OCCCCc2c(C)n[nH]c2C)cc1	1	9	-14	-2	-8	0.5	14	0	-5	2
Cc1cccn2cc(-c3ccc(S(=O)(=O)N4CCOCC4)cc3)nc12	-2	0	20	-3	2	-1.4	-20	.	-2	-6
O=C(O)C1C2CCC(C2)C1C(=O)NCCc1ccc(F)cc1 (stereo unspecified)	-2	-2	-33	.	-6	-1.0	33	-5	20	-11
OC(c1ccc(Cl)cc1Cl)C(Cc1cccnc1)n1cncn1 (stereo unspecified)	-7	9	9	2	0	-2.4	-9	-2	-20	-15
COc1ccc(NC(=O)C(NCC(C)C)c2ccccc2)cc1Cl (stereo unspecified)	7	4	-11	-1	-2	-2.6	11	-3	12	-5
CCCCOCCCN1CC(=O)N2[C@@H](Cc3c([nH]c4ccccc34)C2(C)C)C1=O	2	-7	.	-12	-9	-0.3	.	-2	-8	-14
O=C(Nc1ccc(NC(=O)c2ccco2)nc1)c1cccc(F)c1	-11	67	2	2	4	-3.0	-2	-2	24	5
COC(=O)c1cc(C)nc(N)c1C#N	-6	-2	-20	-1	1	0.3	20	1	.	-15
O=C(Cn1cc(C(F)(F)F)ccc1=O)NCc1ccc(F)cc1	-7	38	-14	3	0	-1.5	14	-1	-11	-1
O=C1C2C3C=CC(C3)C2C(=O)N1/N=C/c1cn(Cc2ccc(F)cc2)c2ccccc12 (stereo unspecified)	2	-6	5	-2	-4	-4.2	-5	1	-4	-2
COC(=O)c1cc(Br)c(=O)n(-c2ccccc2OC)c1	-3	-8	16	0	6	-0.3	-16	-2	-3	-1
O=C(CNC(=O)c1ccccc1Br)N/N=C/c1ccco1	-16	5	.	7	5	-1.7	.	1	-7	0
CCOc1ccc(N(C)S(=O)(=O)c2ccc(C)c(C(=O)NCc3cccs3)c2)cc1	14	-4	15	-1	-5	-0.2	-15	-5	-3	7

Continuation:
SMILES	Rtt109 Vps75	MITF TRPM1 HTS	SR-BI HDL uptake	CAL PDZ FP-1	dFosB activator	CAL PDZ FP-2	SR-BI uptake up	NSD2 HMT inh	PfHsp90 set2	PvdQ acylase
N#Cc1c(C(F)(F)F)cc(Cc2ccccc2)nc1SCC(=O)NCC(=O)O	1	6	-19	-3	-3	0.0	19	-1	16	-8
Cc1nc2ccccc2c2oc(C(=O)NCCCN3CCC(C)CC3)cc12	2	.	-7	.	-26	-2.4	7	.	34	-15
NC(=O)c1ccsc1NC(=O)CCc1ccccc1	1	58	0	-4	-7	0.6	0	4	-1	-14
CCN(Cc1ccccc1)C(=O)CN1C(=O)NC2(CC(C)CC(C)(C)C2)C1=O (stereo unspecified)	6	6	-54	.	-2	-0.2	.	-1	-2	-11
CCNC(=O)O/N=C1\CCCCC1c1ccc([N+](=O)[O-])cc1[N+](=O)[O-] (stereo unspecified)	0	-12	33	1	-5	-0.2	-33	4	-24	-4

Some entries already given, showing only PfHsp90 set2.
Compound	PfHsp90 set2
NC(=O)c1ccsc1NC(=O)CCc1ccccc1	-1
CCN(Cc1ccccc1)C(=O)CN1C(=O)NC2(CC(C)CC(C)(C)C2)C1=O (stereo unspecified)	-2
